# Bioassay records (PubChem BioAssay)
# CR mimetic SO – reduction of superoxide in aged yeast, primary screen, HTS. superoxide response (% of plate mean), % at 10 µM. 330,000 tested, 0.18% active. S. cerevisiae aged cells, superoxide DHE fluorescence; active compounds read low. AID 2690, 2010;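 active = superoxide response under a set limit, about three screen SD below normal, cut at about 65% in these data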;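 also: yeast aged for seven days with compound at 30 °C before DHE staining; 100% = average MFI of all compound-treated wells on the plate with controls excluded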
# RPL19A TOR yeast – RPL19A-GFP expression modulators in yeast, primary screen, cell-based, S. cerevisiae, multiplex flow cytometry, MLPCN | percent response vs DMSO, % at 10 µM | AID 2025, 2009 | 330,000 tested, 0.3% active | S. cerevisiae RPL19A-GFP strain, 3 h; active compounds read low;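 active = percent response vs DMSO below 50%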;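 also: median channel GFP fluorescence of the barcoded RPL19A-GFP strain; ratio of sample median GFP to plate DMSO average so 100% = DMSO; lower means less RPL19A-GFP as with rapamycin TOR inhibition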
# LAP4-GFP MLPCN – modulators of LAP4-GFP expression in yeast, primary screen, S. cerevisiae, multiplex flow cytometry, MLPCN library; 3 h; median GFP as percent of DMSO wells; GFP response vs DMSO, % at 10 µM; 320,000 tested, 0.34% active; AID 2023, 2009;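 active = GFP response vs DMSO above a set limit, about the screen mean plus 3 SD, cut at about 150% in these data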
# VLA-4 inh – inhibition in human VLA-4 binding assay, primary screen, VLA-4 allosteric modulator project, MLPCN library, flow cytometry, VLA-4 expressing cells | 330,000 tested, 0.2% active | AID 2557, 2010 | ligand binding flow cytometry | inhibition, % (about 7 µM as worked out from the volumes in the protocol) | Integrin alpha-4 (Homo sapiens), P13612; in the data active = inhibition above about 50%
# Target sequence (P13612 whole entry, looked up): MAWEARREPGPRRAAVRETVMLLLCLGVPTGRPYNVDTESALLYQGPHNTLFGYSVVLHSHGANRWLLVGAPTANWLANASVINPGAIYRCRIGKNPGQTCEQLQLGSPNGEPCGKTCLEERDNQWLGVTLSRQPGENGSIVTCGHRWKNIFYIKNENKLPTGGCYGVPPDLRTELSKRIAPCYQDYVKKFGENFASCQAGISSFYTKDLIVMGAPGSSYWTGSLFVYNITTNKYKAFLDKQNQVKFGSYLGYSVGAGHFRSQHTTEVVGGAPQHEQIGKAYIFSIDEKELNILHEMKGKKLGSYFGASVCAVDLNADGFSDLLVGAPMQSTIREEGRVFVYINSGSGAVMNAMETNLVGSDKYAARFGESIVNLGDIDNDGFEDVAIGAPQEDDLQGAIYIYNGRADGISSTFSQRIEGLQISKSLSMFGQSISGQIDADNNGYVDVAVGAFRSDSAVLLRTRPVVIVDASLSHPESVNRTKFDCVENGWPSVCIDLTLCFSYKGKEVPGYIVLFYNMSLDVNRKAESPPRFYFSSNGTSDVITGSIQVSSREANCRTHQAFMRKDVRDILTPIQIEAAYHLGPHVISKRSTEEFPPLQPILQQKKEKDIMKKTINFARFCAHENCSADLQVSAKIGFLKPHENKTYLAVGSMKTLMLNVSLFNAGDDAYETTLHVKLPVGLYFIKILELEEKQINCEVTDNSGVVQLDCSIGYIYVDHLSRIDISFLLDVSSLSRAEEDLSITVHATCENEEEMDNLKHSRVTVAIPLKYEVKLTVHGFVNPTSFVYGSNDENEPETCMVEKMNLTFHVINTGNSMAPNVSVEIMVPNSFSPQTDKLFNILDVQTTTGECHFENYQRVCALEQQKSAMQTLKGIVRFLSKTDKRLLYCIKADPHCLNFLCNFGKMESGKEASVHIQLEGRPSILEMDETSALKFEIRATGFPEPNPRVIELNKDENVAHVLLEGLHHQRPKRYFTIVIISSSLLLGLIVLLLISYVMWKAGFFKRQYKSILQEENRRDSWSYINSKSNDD
# GRK2 inh – compounds blocking aptamer binding on GRK2 – biochemical, human GRK2, bead flow cytometry, HTS, primary screen; Beta-adrenergic receptor kinase 1 (Homo sapiens), P25098; FAM-aptamer displacement from GRK2; inhibition of aptamer binding, % at 10 µM; 330,000 tested, 0.59% active;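 active = inhibition of aptamer binding above 40%, roughly 3 SD of noise, on plates passing a quality check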;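 also: median bead fluorescence of bound FAM aptamer so fluorescent compounds give negative values; no value below 0 was filed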
# MEP2-GFP yeast – modulators of MEP2-GFP levels in yeast, primary screen, S. cerevisiae, multiplex flow cytometry, MLPCN library | GFP response vs DMSO, % at 10 µM | S. cerevisiae MEP2-GFP strain, 3 h; 100% = DMSO control level | 330,000 tested, 0.51% active;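 active = GFP response versus DMSO above a set limit, roughly screen mean plus 3 SD, cut at about 180% in these data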;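 also: median GFP fluorescence of the barcode-gated MEP2-GFP cells per well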
# AGP1 TOR yeast – modulators of AGP1-GFP expression in yeast TOR pathway, primary screen, cell-based, multiplex flow cytometry, S. cerevisiae, MLPCN library. 320,000 tested, 0.02% active. 3 h; GFP as percent of DMSO wells. GFP response vs DMSO, % at 10 µM;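 active = GFP response relative to DMSO above a set limit, near screen average plus 3 SD, cut at about 150% in these data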;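 also: median GFP channel fluorescence of the gated AGP1 strain per well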
# CIT2 TOR yeast – modulators of CIT2-GFP expression in yeast, primary screen, S. cerevisiae, GFP fusion, multiplex flow cytometry, MLPCN library; S. cerevisiae CIT2-GFP strain, 3 h; 100 means same as DMSO wells; GFP response vs DMSO, % at 10 µM; 320,000 tested, 0.065% active;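 active = GFP response relative to DMSO above a set limit, near the screen mean plus 3 SD, cut at about 150% in these data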;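 also: ratio of well median GFP fluorescence to mean of DMSO wells on the plate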
# An asterisk follows results filed as active; x = no result given.
SMILES,CR mimetic SO,RPL19A TOR yeast,LAP4-GFP MLPCN,VLA-4 inh,GRK2 inh,MEP2-GFP yeast,AGP1 TOR yeast,CIT2 TOR yeast
CCOC(=O)C(/C=C(\C#N)C(=O)OCC)=C(/N)N1CCN(c2c(C)cccc2C)CC1,121,86,90,-7,3,90,86,85
C[C@H]1CN=C(Nc2ccccc2)N1CCC1CCCCC1,106,94,106,2,1,91,80,65
COc1ccc(S(=O)(=O)n2ccc(C)n2)cc1C,89,98,100,17,3,100,101,104
COc1ccccc1N1CCN(C(=O)C(=O)c2c(C)n(C)c3ccccc23)CC1,101,104,116,-1,0,117,115,114
O=C(Cc1ccc(Cl)cc1Cl)NCc1cccnc1,116,102,91,-2,0,102,95,97
COC(=O)C1=C(C(=O)OC)SC(=C2C(=S)C(C)(C)N(C(=O)C3CC3)c3ccccc32)S1,96,97,121,9,1,99,104,100
Cc1cccc(C)c1NC(=O)c1c(C)nn(-c2ccccc2)c1Cl,96,103,95,4,0,101,101,95
Fc1ccc(OCCOCCOc2cccc3[nH]ccc23)cc1,95,97,114,14,0,91,97,83
CCCSc1nnc(CSc2nc(C)cc(C)n2)n1C,110,92,101,20,0,93,100,88
Cc1ccc(S(=O)(=O)c2ccc(Cl)cc2)cc1S(=O)(=O)N1CCN(C)CC1,108,104,99,-1,0,102,108,x
CCOC(=O)CC1C(=O)NCCN1Cc1cccs1 (stereo unspecified),97,102,88,29,0,103,101,103
COc1ccc(NC(=O)CSc2nc3c([nH]c4ccccc43)c(=O)n2C)cc1,98,103,87,11,3,101,94,97
Cn1c(-c2cccs2)[n+](C)c2ccccc21,89,117,113,13,1,111,113,115
Cc1cccc(/N=C/c2c(O)ccc3oc4c(c23)CCCC4)n1,100,101,84,-2,3,92,94,97
CC1(C)NC(=O)N(CC(O)CN(c2ccccc2)S(=O)(=O)c2ccc([N+](=O)[O-])cc2)C1=O (stereo unspecified),103,101,78,19,0,107,94,106
CCC(C)C(=O)Nc1c2c(nc3c1CCC3)CCCC2 (stereo unspecified),95,99,100,-4,0,103,85,103
COc1ccc(NC(=O)CN2C(=O)CSC(C)C2=O)cc1 (stereo unspecified),101,91,99,4,1,101,100,94
Cc1ccc(Nc2nnc(SCC(=O)Nc3ncc(S(=O)(=O)c4ccc([N+](=O)[O-])cc4)s3)s2)cc1,108,98,115,5,6,103,100,98
COc1cccc(NC(=O)C(=O)NCC(c2ccco2)N2CCc3ccccc3C2)c1 (stereo unspecified),97,104,100,9,0,102,108,103
CCOC(=O)c1sc(NC(=O)CCN2C(=O)c3ccccc3C2=O)c(C(=O)OCC)c1C,79,99,89,6,0,103,90,91
COC(=O)c1[nH]c2ccc(C)cc2c1NC(=O)NC1CCCCC1,94,100,101,12,0,101,101,99
CSc1ccc(/C=N/Nc2ccc(Cl)c(C(=O)O)c2)cc1,125,97,102,2,2,100,95,95
CCN(CC)C(=O)c1[nH]cnc1C(=O)Nc1ccon1,92,90,106,4,3,92,101,98
OCCC1CN(Cc2cccnc2)CCN1CCc1ccccc1 (stereo unspecified),108,95,121,-2,3,99,117,96
CC(C)NC[C@@H](O)COc1cccc2ccccc12,100,99,106,6,0,96,92,90
Cn1nnnc1Sc1ncnc2scc(-c3ccc([N+](=O)[O-])cc3)c12,99,96,96,2,0,88,92,102
CCCc1[nH][nH]c(=O)c1C(c1ccc(Cl)cc1)C(C#N)C#N (stereo unspecified),97,101,118,10,1,105,107,105
CC(C)(C)C(=O)Nc1sc2c(c1C#N)CCC2,101,88,83,-8,3,94,85,x
CCOC(=O)[C@@H]1[C@H]2COc3ccc(Br)cc3[C@H]2N2C(=O)N(c3ccc(F)cc3)C(=O)[C@@]12C,101,97,98,3,2,91,86,76
O=C(Nc1c[nH]c2c(Cl)cccc2c1=O)N1CCN(c2ccccn2)CC1,103,104,97,2,3,104,103,101
CCOc1ccc(Br)cc1S(=O)(=O)Nc1ccc(NC(=O)c2ccccc2F)cc1,101,104,93,6,0,103,97,98
CCCn1c(=O)n(C)c(=O)c2c(SCC(=O)NCc3ccco3)nc(C3CC3)nc21,107,98,100,-5,4,101,101,99
CCOc1ccc(S(=O)(=O)N2CCN(C(=O)CCC(=O)N3CCOCC3)CC2)cc1,99,98,103,7,0,96,106,92
Cc1ccc[n+](CC(=O)Nc2ccc([N+](=O)[O-])cc2Cl)c1,104,99,97,1,0,95,99,100
O=C(Nc1nc(-c2ccccc2)cs1)c1ccc(=O)[nH]c1,101,97,94,0,2,94,98,97
COCn1c(C(O)c2ccccc2)cc2ccccc21 (stereo unspecified),95,96,94,12,2,108,92,93
COc1cccc(COC(=O)c2ccc3c(=O)n4c(nc3c2)CCC4)c1OC,91,98,116,-8,0,104,105,108
O=[N+]([O-])c1ccc(N2CCOCC2)cc1NC(c1ccccc1)c1ccccc1,102,100,97,-14,2,101,102,106
O=C(CN1C(=O)c2cccnc2Oc2ccc(Cl)cc21)Nc1ccc(F)cc1,103,93,98,-5,0,105,99,93
Cc1ccc(C)c(NC(=O)C(OC(=O)c2ccc(C)s2)c2ccccc2)c1 (stereo unspecified),94,106,100,0,0,95,105,93
CCC(Sc1n[nH]c(=O)[nH]c1=O)C(=O)OCc1ccccc1 (stereo unspecified),108,85,87,13,0,83,91,86
O=C(O)C1C2CCC(O2)C1C(=O)Nc1cccc(F)c1 (stereo unspecified),109,100,99,4,1,96,98,95
CCOC(=O)/C(C#N)=C/Nc1ccccc1NS(=O)(=O)c1ccc(C)c(C)c1,98,105,96,-2,0,106,108,81
CCN(CC(=O)Nc1c(F)cccc1F)C(=O)c1ccccc1F,96,94,95,-6,0,102,97,106
CCOCC(=O)Nc1cccc(SC)c1,77,98,98,-4,3,98,89,93
O=C(Nc1cc2c(cc1C(=O)O)OCCCO2)c1ccc(F)cc1F,169,106,99,0,2,109,101,118
NCCCCCc1nnc(SC/C=C/c2ccccc2)o1,99,100,96,4,0,94,98,106
COc1ccc(-n2ncc3c(NCC4CCCO4)ncnc32)cc1 (stereo unspecified),95,100,115,-6,0,99,x,99
O=C(NCC1CCCCC1)C1CCCN(C(=O)NC2CCCCC2)C1 (stereo unspecified),111,102,101,2,1,106,97,104
CC(=O)N(C1=C(N)C(=O)c2ccccc2C1=O)c1ccccc1,170,104,x,8,2,108,116,109
# (next part)
SMILES,CR mimetic SO,RPL19A TOR yeast,LAP4-GFP MLPCN,VLA-4 inh,GRK2 inh,MEP2-GFP yeast,AGP1 TOR yeast,CIT2 TOR yeast
CCOc1ccccc1NC(=O)c1cccc(NC2=NC3CS(=O)(=O)CC3S2)c1 (stereo unspecified),117,96,93,-1,0,95,89,89
CCc1cc(=O)oc2cc(OS(C)(=O)=O)ccc12,116,106,107,5,3,99,94,91
CCN(CC)S(=O)(=O)c1ccc(C(=O)N2CCN(C3=NS(=O)(=O)c4ccccc43)CC2)cc1,107,94,100,-2,1,96,97,x
CCOC(=O)C(=CNc1cccc(N)n1)C(=O)OCC,90,99,110,17,0,99,99,103
COc1ccc(CN2C(=O)NC(C)(c3ccc(C)cc3)C2=O)cc1F (stereo unspecified),89,94,102,-1,0,104,97,89
C=C(C)C(=O)Nc1cccc(C2=NOC3(C2)C[C@@H](C(N)=O)N(C(=O)/C=C/C=C/C)C3)c1 (stereo partly specified),103,89,110,-3,92*,83,76,77
CCOC(=O)C1CCN(S(=O)(=O)c2cn(C)cn2)CC1,113,107,102,-1,0,102,107,101
O/N=C/c1cc(Br)cs1,85,94,124,-1,5,98,101,90
Cc1cccc(NC(=O)C2CC(=O)N(Cc3ccccc3)C2)n1 (stereo unspecified),94,100,104,-8,3,99,109,105
CS(=O)(=O)N1CCN(C(=O)c2c(F)cccc2F)CC1,95,102,97,5,0,100,97,102
CN(CC(=O)NCC(c1ccccc1)N1CCCC1)S(=O)(=O)c1ccc(Cl)cc1 (stereo unspecified),100,102,105,0,0,101,102,87
Cc1cc[n+](-c2[nH]c(=O)sc2/C=N/NC(=O)c2ccccc2[O-])cc1C,90,103,94,20,1,105,104,108
CCOC(=O)Cn1c(-c2ccccc2)cc(SC)c(C#N)c1=O,79,102,95,39,3,103,99,103
O=C(CCCC(=O)NC1CCCC1)NC1CCCC1,103,102,89,0,0,105,93,103
COc1ccc2oc(C(=O)OCC(=O)NC(C)c3ccccc3)c(C)c2c1 (stereo unspecified),113,99,103,2,0,99,103,99
COc1ccc(/C=c2/sc3nc(-c4ccccc4)c(-c4ccccc4)n3c2=O)cc1,107,101,90,22,7,110,99,106

# In the list so far, 14 contain four or more nitrogen atoms.
SMILES,CR mimetic SO,RPL19A TOR yeast,LAP4-GFP MLPCN,VLA-4 inh,GRK2 inh,MEP2-GFP yeast,AGP1 TOR yeast,CIT2 TOR yeast
CCOC(=O)C(/C=C(\C#N)C(=O)OCC)=C(/N)N1CCN(c2c(C)cccc2C)CC1,121,86,90,-7,3,90,86,85
CCCSc1nnc(CSc2nc(C)cc(C)n2)n1C,110,92,101,20,0,93,100,88
COc1ccc(NC(=O)CSc2nc3c([nH]c4ccccc43)c(=O)n2C)cc1,98,103,87,11,3,101,94,97
CC1(C)NC(=O)N(CC(O)CN(c2ccccc2)S(=O)(=O)c2ccc([N+](=O)[O-])cc2)C1=O (stereo unspecified),103,101,78,19,0,107,94,106
Cc1ccc(Nc2nnc(SCC(=O)Nc3ncc(S(=O)(=O)c4ccc([N+](=O)[O-])cc4)s3)s2)cc1,108,98,115,5,6,103,100,98
CCN(CC)C(=O)c1[nH]cnc1C(=O)Nc1ccon1,92,90,106,4,3,92,101,98
Cn1nnnc1Sc1ncnc2scc(-c3ccc([N+](=O)[O-])cc3)c12,99,96,96,2,0,88,92,102
CCCc1[nH][nH]c(=O)c1C(c1ccc(Cl)cc1)C(C#N)C#N (stereo unspecified),97,101,118,10,1,105,107,105
O=C(Nc1c[nH]c2c(Cl)cccc2c1=O)N1CCN(c2ccccn2)CC1,103,104,97,2,3,104,103,101
CCCn1c(=O)n(C)c(=O)c2c(SCC(=O)NCc3ccco3)nc(C3CC3)nc21,107,98,100,-5,4,101,101,99
COc1ccc(-n2ncc3c(NCC4CCCO4)ncnc32)cc1 (stereo unspecified),95,100,115,-6,0,99,x,99
CCN(CC)S(=O)(=O)c1ccc(C(=O)N2CCN(C3=NS(=O)(=O)c4ccccc43)CC2)cc1,107,94,100,-2,1,96,97,x
C=C(C)C(=O)Nc1cccc(C2=NOC3(C2)C[C@@H](C(N)=O)N(C(=O)/C=C/C=C/C)C3)c1 (stereo partly specified),103,89,110,-3,92*,83,76,77
Cc1cc[n+](-c2[nH]c(=O)sc2/C=N/NC(=O)c2ccccc2[O-])cc1C,90,103,94,20,1,105,104,108
